Screens deposited in PubChem by National Center for Advancing Translational Sciences (NCATS).
aSyn yeast inh: qHTS of alpha-syn Inhibitors. Yeast expressing alpha-synuclein, growth rescue, BacTiter-Glo, 24 h. Potency, µM (highest dose often 46.1 µM), inactives show at the top dose growth rescue (activation), most hits filed as activators. 370,000 compounds, 0.14% hits; note: potency is the fitted concentration of half-maximal effect; % of control where 0% means no effect; nearly all actives have a fitted effect of over 65% in size
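Screening used galactose-induced yeast with toxic alpha-synuclein levels, exposed to compound for 24 hr at 30 deg C. Cell growth, read with BacTiter-Glo luminescence, gave the measured signal.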
Abeta rescue: qHTS for compounds that reverse cellular toxicity of Amyloid beta (A-beta) peptide in yeast: Primary Screen. yeast expressing A-beta42, growth rescue, OD600, 48 h; response scale: 0% DMSO, 100% iron-clioquinol control. Potency, µM (top dose mostly 46.1 µM), for inactives: at the highest dose growth rescue, usual class: activators. 410,000 compounds, 0.063% hits. AID 1347071, 2019; note: potency is the fitted concentration of half-maximal effect; nearly all actives have a fitted effect of over 55% in size
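Yeast A-beta toxicity model in growth medium with pinned compounds, 48 h at 30 C; growth read as absorbance at 600 nm. Normalized to FeCl3/clioquinol equimolar mix (positive) and DMSO (negative).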
D3 ag: qHTS of D3 Dopamine Receptor Agonist: qHTS; D(3) dopamine receptor (Homo sapiens), P35462; D3R DiscoveRx beta-arrestin cells, luminescence, 90 min; max activation, %; 410,000 compounds, 0.58% hits; AID 652048, 2013; in the data active = max activation above about 30%; note: 0% is about no effect; mostly tested at two doses, the higher about 12 µM
Target sequence (P35462 whole entry, looked up): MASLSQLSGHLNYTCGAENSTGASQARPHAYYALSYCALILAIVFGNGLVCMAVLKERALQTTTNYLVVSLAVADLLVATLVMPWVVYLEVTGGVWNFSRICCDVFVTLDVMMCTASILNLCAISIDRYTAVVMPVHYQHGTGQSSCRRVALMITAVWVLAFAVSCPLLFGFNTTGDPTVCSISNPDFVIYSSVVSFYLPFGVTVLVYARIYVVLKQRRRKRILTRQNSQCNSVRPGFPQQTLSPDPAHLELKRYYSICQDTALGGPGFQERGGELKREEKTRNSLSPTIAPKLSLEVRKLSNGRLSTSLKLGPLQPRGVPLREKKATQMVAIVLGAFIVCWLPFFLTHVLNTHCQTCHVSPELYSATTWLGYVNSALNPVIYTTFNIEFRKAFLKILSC
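Agonist mode: compounds and dopamine controls were applied to plated cells for 90 min at 37 degrees C after an overnight attachment at 1500 cells/well. Luminescent read-out followed 30 - 60 minutes at room temperature with DiscoveRx detection reagent.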
EPAC2 antag: qHTS for Antagonist of cAMP-regulated guanine nucleotide exchange factor 2 (EPAC2): primary screen. 360,000 compounds, 0.18% hits. AID 720708, 2013. EPAC2 GEF exchange of Rap1B-BODIPY-GDP, fluorescence. Rap guanine nucleotide exchange factor 4 (Homo sapiens), Q8WZA2. Potency, µM (doses to about 114 µM), for the others: at the highest dose activity, negative = inhibition, actives largely listed as inhibitors; note: potency is the fitted concentration of half-maximal effect; % is set by controls: 0 for no effect and ±100 for the full control effect; nearly all actives have a fitted effect of over 45% in size; many of its hits are not listed in these tables
DRD3 antagonist: qHTS of D3 Dopamine Receptor Antagonist: qHTS | D(3) dopamine receptor (Homo sapiens), P35462 | D3R cells, DiscoveRx beta-arrestin luminescence, antagonist mode; stronger effect = lower value | max response, negative = inhibition, % | 360,000 compounds, 2.5% hits; in the data active = max response below about -50%; inconclusive = no clear call, values can overlap the other calls; note: % is set by controls: 0 for no effect and ±100 for the full control effect; mostly tested at two doses, the higher about 12 µM
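Cells plated overnight at 1500 cells/well, then exposed to library compounds with dopamine controls for 90 minutes at 37 degrees C. DiscoveRx reagent added for 30–60 minutes at room temperature; luminescence read, quantitative HTS format.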
EPAC2 ag: qHTS for Agonist of cAMP-regulated guanine nucleotide exchange factor 4 (EPAC2): primary screen | EPAC2 activation, biochemical qHTS; response scale: 100% = 6.5 mM cAMP response | Potency, µM (series often up to 154 µM), for inactives: top-dose activation, hits mostly activators | 360,000 compounds, 0.079% hits; note: potency is the fitted concentration of half-maximal effect; nearly all actives have a fitted effect of over 50% in size
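Each well held 100 nM EPAC2, 250 nM RAP1B-BODIPY-GDP and 50 uM GDP. Fluorescence, read at 5-min intervals to 30 min, was referenced to a 6.5 mM cAMP positive control.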
FUS yeast rescue: qHTS for Suppressors of FUS Proteinopathy: Primary screen using FUS-linked yeast assay | S. cerevisiae FUS-expressing, growth rescue, OD600, 24 h | Potency, µM (titrated, usually from 76.6 µM), without a hit: at the highest dose growth rescue (activation), usual class: activators | 390,000 compounds, 0.24% hits | AID 1347120, 2019;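 note: potency is the fitted concentration of half-maximal effect; plate controls were DMSO vehicle for no effect and reference control for full effect; nearly all actives have a fitted effect of over 55% in size; some results filed as inactive show a strong effect at the top dose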
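Cultures pregrown in 2.5% raffinose medium are shifted to minimal medium containing 2% galactose to express toxic FUS. Compounds are tested at several concentrations. After 24hr at 30C, growth is quantified at 600 nm absorbance.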
TDP43 rescue: qHTS of TDP-43 Inhibitors; Potency, µM (titrated, usually from 46.1 µM), for the others: at the top dose growth rescue (activation), hits mostly activators; TDP-43 expressing yeast growth rescue, BacTiter-Glo, 24 h; 410,000 compounds, 1.8% hits; note: potency is the fitted concentration of half-maximal effect; % of control where 0% means no effect; nearly all actives have a fitted effect of over 50% in size
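Readout is BacTiter-Glo luminescence of cell growth, so inhibitors register as activators. TDP-43-expressing yeast at OD600=0.02 in galactose medium, after raffinose pregrowth to mid-log, were incubated with compound for 24 hr at 30 deg C.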
Numbers without * were called inactive; ? = inconclusive; / = not tested or not shown; [ ] = another dose, or the depositor's remark. Unless noted, calls come from the whole dose curve; as a rule, active = well fitted curve in the direction sought with a large enough effect; inconclusive = small, poorly fitted or top-dose-only effect, or another doubt; inactive = no such curve, though single readings can be large; an effect the other way counts as inactive or inconclusive. This is a subset, so the mix of outcomes need not match the whole.

#1 CCOc1c(Cl)cc(C(=O)Nc2ccccc2C(=O)O)cc1Cl
#2 COc1cc(C)ccc1OCCSc1nc(-c2cccc(C)c2)nc2cc(=O)[nH]n12
#3 O=C(CN1CCN(S(=O)(=O)c2ccc(Br)cc2)CC1)N/N=C/c1ccc(Cl)c([N+](=O)[O-])c1
#4 CCN(CC)S(=O)(=O)c1ccc(OC)c(NC(=O)COc2ccccc2[N+](=O)[O-])c1
#5 CCCc1nnc(NC(=O)CCC(=O)NC2CCCC2)s1

assay / entry | 1 | 2 | 3 | 4 | 5
Abeta rescue | -1% | -8% | -1% | -7% | -16%
aSyn yeast inh | / | / | -15% | -1% | 0%
TDP43 rescue | -1% | 10% | 6% | 0% | 8%
EPAC2 ag | 7% | / | 12% | 1% | 6%
FUS yeast rescue | 2% | 1% | ? | -6% | 29%
EPAC2 antag | -6% | / | 5% | 1% | 9%
D3 ag | 5 | -3 | -9 | 3 | 1
DRD3 antagonist | -7 | / | -70* | 18 | 5

3 of these compounds in another layout.
Fields – Abeta rescue | aSyn yeast inh | TDP43 rescue | EPAC2 ag | FUS yeast rescue | EPAC2 antag | D3 ag | DRD3 antagonist
2. COc1cc(C)ccc1OCCSc1nc(-c2cccc(C)c2)nc2cc(=O)[nH]n12
 : -8% | / | 10% | / | 1% | / | -3 | /
3. O=C(CN1CCN(S(=O)(=O)c2ccc(Br)cc2)CC1)N/N=C/c1ccc(Cl)c([N+](=O)[O-])c1
 : -1% | -15% | 6% | 12% | ? | 5% | -9 | -70*
4. CCN(CC)S(=O)(=O)c1ccc(OC)c(NC(=O)COc2ccccc2[N+](=O)[O-])c1
 : -7% | -1% | 0% | 1% | -6% | 1% | 3 | 18

More entries follow:
#6 COc1ccc(CCNCCC(c2ccccc2)c2ccccc2)cc1OC
#7 O=[N+]([O-])c1ccc(-n2cnc3ccccc32)c([N+](=O)[O-])c1
#8 C=CCc1ccc(OC(=O)c2ccccc2)c(OC)c1
#9 OCCC1CN(Cc2cnc(-c3ccccc3)s2)CCN1C1CCCC1 (stereo unspecified)
#10 COc1ccc(CC(=O)Nc2cccc(S(=O)(=O)N3CCCCCC3)c2)cc1OC

assay / entry | 6 | 7 | 8 | 9 | 10
Abeta rescue | 5% | 7% | 16% | 2% | -6%
aSyn yeast inh | 7% | 8% | -3% | -6% | 10%
TDP43 rescue | 4% | 18% | 17% | -8% | 10%
EPAC2 ag | 1% | 4% | 6% | 3% | 10%
FUS yeast rescue | -15% | 22% | -30% | 8% | /
EPAC2 antag | 10% | 2% | ? | 3% | -1%
D3 ag | 0 | 5 | 27 | -3 | 5
DRD3 antagonist | -29 | 3 | 7 | -12 | 22

#11 Cc1ccsc1/C=N/N1CCN(c2ccccc2)CC1
#12 CC1CN(c2nc(-c3ccccc3)nnc2-c2ccccc2)CC(C)O1 (stereo unspecified)
#13 CCCN1Cc2cccc(C(=O)Nc3ccc4c(c3)OCO4)c2C1=O
#14 CC(Sc1nnc(-c2ccco2)n1-c1ccccc1)C(=O)NCC1CCCO1 (stereo unspecified)
#15 COc1ccc2cc(Br)ccc2c1CC(=O)NC(C)(C)C

assay / entry | 11 | 12 | 13 | 14 | 15
Abeta rescue | 5% | -14% | -12% | 2% | 24%
aSyn yeast inh | 4% | 11% | -9% | -3% | -7%
TDP43 rescue | 10% | 29% | 2% | 0% | 12%
EPAC2 ag | 9% | -6% | 13% | -2% | -10%
FUS yeast rescue | 27% | 6% | 3% | / | 4%
EPAC2 antag | -5% | 8%[57.1 µM] | -5% | 4% | -2%
D3 ag | -3 | 1 | -3 | -1 | 2
DRD3 antagonist | 21 | 30 | 12 | 0 | -12

#16 COc1ccc(OCCOC(=O)c2[nH]c(C)c(C(C)=O)c2C)cc1
#17 CCCN(C(=O)Cn1c(C(F)(F)F)nc2ccccc21)C1CCS(=O)(=O)C1 (stereo unspecified)
#18 COC(=O)C(NC(=O)c1ccccc1)(Nc1nccs1)C(F)(F)F (stereo unspecified)
#19 COCCn1c(-c2ccsc2)nc2c1c(=O)[nH]c(=O)n2CC(C)C
#20 CCC1NC(=O)c2cccnc2-n2c1nc1cc(OC)c(OC)cc1c2=O (stereo unspecified)

assay / entry | 16 | 17 | 18 | 19 | 20
Abeta rescue | -11% | -1% | 9% | -8% | 1%
aSyn yeast inh | 3% | 0% | 3% | 1% | 1%
TDP43 rescue | -14%[9.22 µM] | -1% | -13% | -14% | 17%
EPAC2 ag | 5% | -4% | 5% | -1% | 7%
FUS yeast rescue | 6% | 5% | -10% | -13% | -12%
EPAC2 antag | -14% | 16% | 2%[57.1 µM] | 0% | 13%
D3 ag | 5 | -12 | 4 | -9 | 4
DRD3 antagonist | 0 | -8 | -20 | 9 | -14

Grouped by structure, the entries above with a nitro group on carbon.
#3 O=C(CN1CCN(S(=O)(=O)c2ccc(Br)cc2)CC1)N/N=C/c1ccc(Cl)c([N+](=O)[O-])c1
#4 CCN(CC)S(=O)(=O)c1ccc(OC)c(NC(=O)COc2ccccc2[N+](=O)[O-])c1
#7 O=[N+]([O-])c1ccc(-n2cnc3ccccc32)c([N+](=O)[O-])c1

assay / entry | 3 | 4 | 7
Abeta rescue | -1% | -7% | 7%
aSyn yeast inh | -15% | -1% | 8%
TDP43 rescue | 6% | 0% | 18%
EPAC2 ag | 12% | 1% | 4%
FUS yeast rescue | ? | -6% | 22%
EPAC2 antag | 5% | 1% | 2%
D3 ag | -9 | 3 | 5
DRD3 antagonist | -70* | 18 | 3

(continued)
#21 FC(F)(F)c1ccc(CN2CCN(Cc3ccco3)CC2)cc1
#22 Cc1oc(-c2cccc(Cl)c2)nc1CN1CCCC(C(=O)N2CCN(c3ccc(F)cc3)CC2)C1 (stereo unspecified)
#23 Cn1c(SCC(=O)Nc2ccc(Cl)cc2)nnc1C1CC1
#24 CCCC(=O)Nc1nn(C)c2nc3c(C)cccc3cc12

assay / entry | 21 | 22 | 23 | 24
Abeta rescue | -11% | -14% | 7% | 23%
aSyn yeast inh | ? | / | 0% | 2%
TDP43 rescue | -5% | -23% | -6% | 17%
EPAC2 ag | 1% | / | 3% | 2%
FUS yeast rescue | -23% | 33% | 6% | -18%
EPAC2 antag | 3% | / | 0% | 6%
D3 ag | -3 | -14 | 5 | 4
DRD3 antagonist | -27 | / | -2 | 1
